A-T KAP1 phos: qHTS Assay for Identifying a Potential Treatment of Ataxia-Telangiectasia. hit rate 0.19% among 320,000. […] A-T fibroblasts, KAP-1 phosphorylation AlphaLISA; neocarzinostatin DNA damage 30 min before lysis. Potency, µM (top dose mostly 57.5 µM), for the others: top-dose activation, most hits filed as activators. AID 485349, 2010; further: potency means the concentration at half of the fitted maximal effect; % of control where 0% means no effect; nearly all actives have a fitted effect of over 45% in size
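ATM-like activity read as KAP-1 phosphorylation via AlphaLISA donor/acceptor antibody pairs after lysis and 6 hr at 25C. Cells were ATM-null patient fibroblasts ([…], hTERT), dosed 60 min, then exposed to the DSB inducer NCS for 30 min.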
BCR signal inh: qHTS Assay to Find Inhibitors of Chronic Active B-Cell Receptor Signaling. hit rate 0.05% among 340,000. Potency, µM (titrated, usually from 46.1 µM), without a hit: at the highest dose ratio change, negative = lower green/red ratio, most hits filed as inhibitors. ABC-DLBCL IkBa-CBG/CBR reporter, luminescence ratio, 4 h; active means well fitted inhibition curve with a large enough effect in the signal ratio, with a control signal flat, not every such curve was filed as active; inconclusive means small, poorly fitted or top-dose-only effect, or effect the other way, or a change in a side signal; the % refers to the signal ratio;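 further: potency means the concentration at half of the fitted maximal effect; plate controls were basal doxycycline-induced cells for no effect and cells given 10 µM MG132 for full effect; MG132 reads +100%, hits lower the ratio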
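Doxycycline induced both beetle luciferases in TMD8 lymphoma cells; IKK-driven degradation limits the IkappaBalpha-fused green signal, while red luminescence normalises for cell number and nonspecific effects. Compounds tested up to 46 uM, 4 hrs.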
TSHR antagonist: Antagonists of the Thyroid Stimulating Hormone Receptor: HTS campaign; Thyrotropin receptor (Homo sapiens), P16473; TSHR-expressing cells, TSH-stimulated cAMP HTRF, 2 h; stronger effect = lower value; activity change, negative = inhibition, % at 11.5 µM; hit rate 0.2% among 330,000; AID 504810, 2011;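 active means activity change below a set negative limit, meaning inhibition stronger than a set level, cut at about -70% in these data; inconclusive means activity change between two set negative limits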; further: on the % scale 0 is the no-effect control and ±100 the full control effect
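Competitive HTRF cAMP read-out (cryptate anti-cAMP antibody, cAMP-d2; 30 min, room temperature) in freshly harvested TSHR cells. Compounds added before TSH at EC80 (4nM final), followed by 2 hours' incubation at 37 deg C.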
TCR act: Activators of T cell receptors: qHTS campaign; primary human leukocytes, anti-CD3, IL-2 HTRF, 48 h; Potency, µM (doses to about 9.22 µM), for the others: top-dose activation of IL-2 secretion, actives largely listed as activators; 330,000 tested, under 10 active; further: % of control where 0% means no effect
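HTRF read-out of IL-2 secretion: europium cryptate donor excited at 320nm, d2 acceptor emission at 665nm. Cells were primary human leukocytes incubated 48 hr with compounds and a-CD3 beads, supplying TCR signal only.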
ELG1 repair inh: qHTS screen for small molecules that inhibit ELG1-dependent DNA repair in human embryonic kidney (HEK293T) cells expressing luciferase-tagged ELG1. HEK293T ELG1-luciferase reporter, luminescence, 16 h; DNA damage induced by 5-fluorouridine. Potency, µM (titrated, usually from 46.1 µM), inactives show at the highest dose activity change, negative = inhibition, most hits filed as inhibitors. hit rate 2.3% among 330,000. AID 504467, 2011; further: potency means the concentration at half of the fitted maximal effect; on the % scale 0 is the no-effect control and ±100 the full control effect; nearly all actives have a fitted effect of over 55% in size
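Step one: seed 2,000 cells per well. Step two: pin-transfer compound or DMSO alongside 5-fluorouridine. Step three: incubate 16 hr, 37 °C, 5% CO2. Step four: add ONE-Glo, wait 30 min, read luminescence.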
TSG101-PTAP inh: qHTS Assay for Iinhibitors of HIV-1 Budding by Blocking the Interaction of PTAP/TSG101; Fluorescence polarization, FITC-PTAP peptide / Tsg101 binding; Potency, µM (series often up to 115 µM), inactives show top-dose activity change, negative = inhibition, most hits filed as inhibitors; 340,000 tested, under 10 active; Tumor susceptibility gene 101 protein (Homo sapiens), Q99816; AID 493005, 2010; active means well fitted inhibition curve with a large enough effect in the main read-out, with a control signal flat, not every such curve was filed as active; inconclusive means small, poorly fitted or top-dose-only effect, or effect the other way, or a change in a side signal; inactive means no such curve, though single readings can be large or run the other way; further: potency means the concentration at half of the fitted maximal effect; % of control where 0% means no effect
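Tsg101 binding domain (10 uM final) was mixed with compound and a FITC-labeled PTAP peptide (50 nM final) in HEPES pH 7.5 buffer with NaCl, Tween 20, EDTA and TCEP; fluorescence polarization was read after 20 min at r.t.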
a7 integrin act: qHTS for Activators of Integrin-Mediated Alleviation for Muscular Dystrophy; alpha7betagal myoblasts, beta-gal FDG fluorescence, 48 h; hit rate 0.064% among 350,000; Potency, µM (top dose mostly 38.3 µM), inactives show at the highest dose activation, most hits filed as activators;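 further: potency means the concentration at half of the fitted maximal effect; 100% = response of the positive control SU9516; nearly all actives have a fitted effect of over 60% in size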
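alpha7betagal+/- myoblasts (passage 13, 250/well) treated 48 h at 37C with compounds at 1:260 dilution of DMSO stock. Lysed, then beta-galactosidase activity read as FDG fluorescence (ex 480/em 540) after 30 min, with pre-read for autofluorescence.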
Mito fusion act: qHTS Assay for Small Molecule Inhibitors of Mitochondrial Division or Activators of Mitochondrial Fusion. Potency, µM (series often up to 46.1 µM), without a hit: at the top dose growth rescue (activation), usual class: activators. S. cerevisiae fusion-defective mutant growth rescue, CellTiterGlo 48 h. hit rate 0.23% among 320,000;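 further: potency means the concentration at half of the fitted maximal effect; % of control where 0% means no effect; nearly all actives have a fitted effect of over 45% in size; temperature-sensitive fusion mutants such as fzo1-1 at 37 °C on non-fermentable ethanol glycerol medium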
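Read-out: ATP-based luminescence (CellTiterGlo, 10 min ambient) reporting growth of fusion-defective ts yeast after 48 hours at 37C on glycerol/ethanol YPEG medium in the presence of compound.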
Eya2 phos inh: qHTS Assay for Inhibitors of the Phosphatase Activity of Eya2 | AID 488837, 2010 | Protein phosphatase EYA2 (Homo sapiens), O00167 | hit rate 0.006% among 330,000 | Potency, µM (top dose mostly 76.9 µM), without a hit: at the highest dose activity, negative = inhibition, hits mostly inhibitors | recombinant Eya2, OMFP fluorescence dephosphorylation (OMFP is methylfluorescein phosphate); further: potency means the concentration at half of the fitted maximal effect; on the % scale 0 is the no-effect control and ±100 the full control effect
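Eya2 protein (added as 0.2 uM solution) was preincubated with compound for 10 min at ambient temperature in 50 mM HEPES pH 7.5, 50 mM NaCl, 5 uM MgCl2, 0.05% BSA, 1 mM DTT. OMFP (added at 50 uM) then reacted 10 min; fluorescence read at 485/525 nm.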
Tb PFK block: qHTS Assay to Find Inhibitors of T. brucei phosphofructokinase; T. brucei PFK, ADP-Glo luminescence; Potency, µM (titrated, usually from 57.5 µM), without a hit: top-dose activity, negative = inhibition, actives largely listed as inhibitors; hit rate 0.17% among 330,000;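 further: potency means the concentration at half of the fitted maximal effect; 0% = uninhibited 1x PFK enzyme wells and -100% = no-enzyme wells; nearly all actives have a fitted effect of over 60% in size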
Target sequence (O15648 whole entry, looked up): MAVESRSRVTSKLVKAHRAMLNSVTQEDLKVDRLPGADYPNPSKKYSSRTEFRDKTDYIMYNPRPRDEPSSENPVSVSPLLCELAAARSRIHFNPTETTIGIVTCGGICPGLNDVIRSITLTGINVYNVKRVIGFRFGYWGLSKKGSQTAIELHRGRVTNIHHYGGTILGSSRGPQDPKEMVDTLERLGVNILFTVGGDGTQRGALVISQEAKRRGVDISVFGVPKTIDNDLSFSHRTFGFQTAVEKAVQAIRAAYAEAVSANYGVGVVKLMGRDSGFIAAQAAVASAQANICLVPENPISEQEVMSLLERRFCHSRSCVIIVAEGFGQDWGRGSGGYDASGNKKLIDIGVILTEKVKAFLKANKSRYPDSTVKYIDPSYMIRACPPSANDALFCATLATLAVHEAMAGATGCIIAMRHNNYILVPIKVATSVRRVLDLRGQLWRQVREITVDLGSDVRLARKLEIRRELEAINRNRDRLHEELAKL
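In TEA buffer at pH 8.0 with 5 mM MgCl2, enzyme (1.25 nM) converted F6P (0.5 mM) and ATP (0.1 mM) for 45 min at room temperature. ADP product was read by luciferase luminescence.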
ASM inhibitor: Inhibitors of Secretory Acid Sphingomyelinase (S-ASM): qHTS; placental ASM, HMU-PC fluorogenic substrate, 60 min; Potency, µM (series often up to 57.5 µM), for the others: at the top dose activity change, negative = inhibition, hits mostly inhibitors; hit rate 0.006% among 340,000; AID 504937, 2011; further: potency means the concentration at half of the fitted maximal effect
Target sequence (P17405 47-631 limits assumed): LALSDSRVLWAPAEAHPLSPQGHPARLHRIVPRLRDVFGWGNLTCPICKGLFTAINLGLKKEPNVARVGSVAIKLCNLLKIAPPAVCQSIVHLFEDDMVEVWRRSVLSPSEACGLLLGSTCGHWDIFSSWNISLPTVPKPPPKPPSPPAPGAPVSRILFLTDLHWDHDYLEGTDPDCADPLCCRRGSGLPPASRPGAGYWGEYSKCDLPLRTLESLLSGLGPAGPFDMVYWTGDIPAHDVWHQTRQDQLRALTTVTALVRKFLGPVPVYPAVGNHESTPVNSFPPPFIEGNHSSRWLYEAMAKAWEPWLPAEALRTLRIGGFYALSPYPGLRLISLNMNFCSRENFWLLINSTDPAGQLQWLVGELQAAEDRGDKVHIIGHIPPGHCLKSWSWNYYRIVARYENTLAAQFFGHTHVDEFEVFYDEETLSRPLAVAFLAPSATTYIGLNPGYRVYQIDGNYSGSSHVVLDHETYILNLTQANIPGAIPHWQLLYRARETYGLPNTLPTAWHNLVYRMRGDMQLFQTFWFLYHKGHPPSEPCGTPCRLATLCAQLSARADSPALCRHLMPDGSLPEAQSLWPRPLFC
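Human placenta-derived ASM enzyme was preincubated with compound for 10 minutes at room temperature, then given fluorogenic substrate HMU-PC0 (9 uM final) for 60 minutes at 37 °C; a pH 10 stop preceded fluorescence reading at Ex 386/Em 447 nm.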
An asterisk follows results filed as active; ? = inconclusive; . = no result given; [ ] = remark or other dose. Unless noted, the call rests on the fitted dose curve; in most records, active means well fitted curve in the direction sought with a large enough effect; inconclusive means small, poorly fitted or top-dose-only effect, or another doubt; inactive means no such curve, though single readings can be large; an effect the other way counts as inactive or inconclusive.

Order of values – A-T KAP1 phos | BCR signal inh | TSHR antagonist | TCR act | ELG1 repair inh | TSG101-PTAP inh | a7 integrin act | Mito fusion act | Eya2 phos inh | Tb PFK block | ASM inhibitor
1	COCCNC(=O)C(=O)N/N=C(\C)CC(=O)Nc1cccnc1
  -1% | ? | -3 | 3% | 16% | -2% | 0% | -6% | 0% | 1% | 2%
2	COc1ccc(CCN(C)C(=O)CSc2ncnc3sccc23)cc1OC
  5% | ? | -12 | -1% | 0% | 3% | -40% | -1% | -5% | 4% | 1%
3	CC(=O)Nc1ccc(NC(=O)CSc2ncc(C(=O)Nc3ccc(F)cc3)c(=O)n2C)cc1
  -6% | 2% | -16 | -2% | ? | -7% | -8% | -8% | 15% | ? | 12%
4	CCC(CC)NC(=O)Cc1ccccc1[N+](=O)[O-]
  -3% | -2% | 6 | 4% | 25% | -4% | 14% | 3% | 7% | -1% | 1%
5	O=C(Nc1ccc(Cl)cc1)c1ccc(-c2ccccn2)s1
  9% | -15% | -22 | -1% | ? | 0% | 7% | 1% | -4% | 11% | -5%
6	Cc1ccc(-c2nn(-c3ccccc3)cc2C(=O)N2CCN(C3CCS(=O)(=O)C3)CC2)cc1 (stereo not given)
  -9% | -3% | -29 | 1% | 15% | -5% | -1% | 1% | 1% | 3% | 5%
7	COc1ccccc1C(=O)Nc1ccccc1C(=O)N1C(C)CCCC1C (stereo not given)
  1% | 2% | -2 | -12% | 2% | -1% | 16% | 12% | -10% | 1% | -1%
8	COC(=O)C1=C(C)N=c2s/c(=C/c3cccs3)c(=O)n2C1c1cccs1 (stereo not given)
  4% | 1% | -6 | . | 11% | 3% | 19% | 3% | -3% | 1% | -4%
9	COc1ccc(-n2c(Cc3cccn3C)nnc2SCC(=O)NCc2ccccc2Cl)cc1
  0% | ? | 7 | 4%[46.1 µM] | -20% | 2% | -10% | -7% | -4% | 6% | 0%
10	CN(C(=O)CSc1nncc2ccccc12)c1ccccc1
  6% | ? | -11 | -5% | 4% | -2% | -13% | . | -12% | 6% | 5%
11	Cc1cccc(Nc2nc3ccccc3n3nnnc23)c1
  3% | ? | 10 | 4% | 10% | -4% | 0% | 0% | -1% | 4% | 164%[activator]
12	COC(=O)Cn1c2ccc(OC)cc2c2nc(C)sc21
  -12% | -9% | 9 | 8% | -10% | -2% | -7% | 5% | 14% | -9% | 9%
13	CN(C(=O)CSc1nc2ccccc2o1)C1CCS(=O)(=O)C1 (stereo not given)
  1% | -1% | 15 | -2% | ? | -1% | 11% | -9% | -3% | -3% | 2%
14	COc1ccccc1CNC(=O)C(C)n1nc(C)c2c(C)n(-c3ccccc3)nc2c1=O (stereo not given)
  1% | -3% | -6 | 2% | -10% | 2% | -49%[inhibitor] | 5% | 3% | 1% | -2%
15	O=C(C1=C[C@H](C2CCCCC2)C[C@H](OCCCCO)O1)N1CCN(Cc2ccccc2)CC1
  -1% | 8% | -1 | 3% | -6% | 2% | 2% | -2% | -9% | -1% | 3%
16	CCOc1ccc(/C=C2\SC(=S)N(C(C(=O)O)c3ccccc3)C2=O)cc1OC (stereo not given)
  -11% | ? | -20 | -2% | 0% | 0% | 13% | -1% | 3% | 2% | 1%
17	O=C(COc1ccc2ccccc2c1)N1CCN(C(=O)c2ccco2)CC1
  -2% | ? | 7 | -1% | ? | -1% | 1% | 9% | 3% | -4% | -10%
18	CCCCc1ccc(NC(=O)COc2ccc(C(=O)Nc3ccccc3OCC)cc2)cc1
  -9% | 5% | 0 | -2%[46.1 µM] | 26% | -2% | 14% | -5% | 2% | 2% | -5%
19	Cc1ccccc1NC(=O)Cc1nnc(NC(=O)Nc2ccccc2F)s1
  -5% | ? | 7 | -6% | ? | 0% | 1% | -2% | 0% | 0% | -3%
20	O=C(O)CCCNC(=O)/C(=C\c1ccccc1F)NC(=O)c1ccccc1
  0% | 1% | 13 | . | -4% | -6% | -5% | -4% | -3% | 9% | 2%

The final five compounds of the section before come first, to join the parts:
Order of values – A-T KAP1 phos | BCR signal inh | TSHR antagonist | TCR act | ELG1 repair inh | TSG101-PTAP inh | a7 integrin act | Mito fusion act | Eya2 phos inh | Tb PFK block | ASM inhibitor
16	CCOc1ccc(/C=C2\SC(=S)N(C(C(=O)O)c3ccccc3)C2=O)cc1OC (stereo not given)
  -11% | ? | -20 | -2% | 0% | 0% | 13% | -1% | 3% | 2% | 1%
17	O=C(COc1ccc2ccccc2c1)N1CCN(C(=O)c2ccco2)CC1
  -2% | ? | 7 | -1% | ? | -1% | 1% | 9% | 3% | -4% | -10%
18	CCCCc1ccc(NC(=O)COc2ccc(C(=O)Nc3ccccc3OCC)cc2)cc1
  -9% | 5% | 0 | -2%[46.1 µM] | 26% | -2% | 14% | -5% | 2% | 2% | -5%
19	Cc1ccccc1NC(=O)Cc1nnc(NC(=O)Nc2ccccc2F)s1
  -5% | ? | 7 | -6% | ? | 0% | 1% | -2% | 0% | 0% | -3%
20	O=C(O)CCCNC(=O)/C(=C\c1ccccc1F)NC(=O)c1ccccc1
  0% | 1% | 13 | . | -4% | -6% | -5% | -4% | -3% | 9% | 2%
21	CC(CC(=O)c1cccs1)CC(=O)c1cccs1
  33% | ? | -8 | -8% | ? | -4% | -8% | 4% | 21% | -6% | 2%
22	CCCN(CC1CC1)C(=O)COC(=O)c1oc2c(F)cccc2c1C
  0% | 0% | 2 | 2% | -4% | -11% | 6% | 11% | -8% | 13% | -3%
23	Cc1ccc(S(=O)(=O)N2CCN(C(=O)c3cc4c(C)nn(-c5ccccc5C)c4s3)CC2)cc1
  0% | 10% | -32 | 3% | ? | -8% | 11% | 3% | -29% | 3% | -2%
24	O=C(Nc1nnc(-c2ccc(Cl)cc2)o1)C1=COCCO1
  5% | -7% | 12 | -5%[46.1 µM] | ? | -2% | 25% | -8% | 0% | -1% | 0%
25	O=C(N/N=C/c1ccc2c(c1)OCO2)C(O)c1ccccc1 (stereo not given)
  8% | ? | 9 | 1%[46.1 µM] | ? | 0% | 25% | . | -3% | -7% | 2%
26	Cc1onc(C(=O)NCc2ccc(F)cc2)c1[N+](=O)[O-]
  -2% | -19% | 1 | -4% | 7% | 2% | -41% | 3% | -8% | -26% | -1%
27	CCOC(=O)C1=CC[C@H]2c3c(c4ccccc4n3C)C(=O)C1N2S(=O)(=O)c1ccc(C)cc1
  -3% | ? | -21 | 7% | 0% | -2% | 12% | -5% | -13% | -6% | -3%
28	CCc1ccc(NC(=O)C(=O)NNC(=O)c2cccs2)cc1
  -4% | -2% | -4 | -7% | ? | -11% | 4% | 2% | -2% | ? | 2%
29	O=C(Nc1ccc(-c2ccc(N3CCCCC3)nn2)cc1)c1ccco1
  0% | ? | -8 | -4% | ? | 3% | -3% | 15% | -17% | -4% | 1%
30	N=c1ccn(Cc2ccc(Cl)cc2Cl)cc1
  2% | -4% | 15 | -5% | 8.2µM* | -6% | -66%[inhibitor] | -7% | 0% | -6% | 0%
31	CCCCc1nc2cc(C(=O)N(C)C3CCOCC3)ccc2o1
  2% | 0% | 17 | 2% | ? | 1% | ? | 2% | -6% | 1% | 8%
32	Cc1ccc(/C=C(\C#N)C(=O)Nc2cccc3ncccc23)o1
  3% | ? | 7 | -2%[46.1 µM] | ? | 18% | -14% | 10% | 1% | ? | 57%[activator]
